Source: PubChem
TNAP act mid DEA: activates human TNAP at intermediate phosphate acceptor concentration; P05186; purified TNAP, CDP-star luminescence, 100 mM DEA, 30 min; stronger effect = higher value; scale: 0 levamisole-inhibited, 1 vehicle-only enzyme; activation factor at 20 µM; 64,000 tested, under 10 active; AID 813;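 active means activation factor of at least 2 at 20 µM, relative to controls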
JNK3 inh: inhibitors of human JNK3 kinase; hit rate 0.61% among 60,000; inhibition, % at 8 µM; purified JNK3 kinase activity, HTS; AID 746; in the data active means inhibition above about 17%;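 further: 0% = DMSO and 100% = reference inhibitor; many of its hits are not listed in these tables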
HEK293 NFkB inh: lowers PMA/ionomycin-induced NF-kB signal in HEK293 cells | hit rate 0.21% among 62,000 | AID 465 | inhibition, % at 3 µM | HEK-293 NF-kB luciferase reporter, luminescence;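 active means inhibition above the mean of all tested compounds plus 3 SD, cut at about 40% in these data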;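 further: 0% = stimulated DMSO wells and 100% = 10 µM reference inhibitor 5653914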
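Signal: luciferase luminescence; Material: HEK-293 cells with stable firefly luciferase reporter driven by four HIV NF-kB elements; Probe or stimulus: PMA with ionomycin; Replication: tested once; Times: 1 h compound pretreatment, then 16 h stimulation at 37 °C, 5% CO2; Benchmarks: DMSO and 10 µM reference inhibitor; Evaluation: per-plate % inhibition versus controls.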
DUSP1 inh: blocks human MKP-1 phosphatase activity; recombinant MKP-1, OMFP hydrolysis fluorescence; inhibition, %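 (compounds tested at a single concentration somewhere between 10 and 100 µM)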; hit rate 0.15% among 65,000;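 active means inhibition above about 50%, limit read from the data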;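 further: 0% = DMSO max control wells and 100% = wells with enzyme stopped by NaOH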
Target sequence (P28562 whole entry, looked up): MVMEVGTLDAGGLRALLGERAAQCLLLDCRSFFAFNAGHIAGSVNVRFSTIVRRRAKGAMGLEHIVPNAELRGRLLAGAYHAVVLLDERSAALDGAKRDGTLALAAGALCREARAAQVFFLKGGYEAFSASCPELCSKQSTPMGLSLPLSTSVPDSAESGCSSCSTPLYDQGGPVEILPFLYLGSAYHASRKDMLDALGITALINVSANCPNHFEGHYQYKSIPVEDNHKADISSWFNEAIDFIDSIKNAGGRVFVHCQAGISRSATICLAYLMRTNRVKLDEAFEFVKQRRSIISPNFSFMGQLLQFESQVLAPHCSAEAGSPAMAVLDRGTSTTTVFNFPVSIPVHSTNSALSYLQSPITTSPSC
PKA kinase inh: PKA (human) kinase inhibition; AID 524; hit rate 0.1% among 65,000; inhibition, % at 6 µM; P17612; PKA Kemptide phosphorylation, Kinase-Glo ATP luminescence;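 active means inhibition above the screen-wide mean inhibition plus 3 SD, cut at about 21% in these data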; further: many of its hits are not listed in these tables
Jurkat tox 60K: cytotoxic compounds reducing Jurkat cell viability | Jurkat E6.1 viability, ATP luminescence, 48 h | inhibition, % at 4 µM | hit rate 1.2% among 56,000 | AID 463;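 active means inhibition above the mean inhibition of all tested compounds plus 3 SD, cut at about 28% in these data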
Cdc25B inh: human M-phase inducer phosphatase 2 inhibition | inhibition, %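 (compounds tested at 10 µM final in the well)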 | hit rate 0.1% among 65,000 | AID 368 | P30305 | recombinant Cdc25B, OMFP fluorescence Ex485/Em525; in the data active means inhibition above about 50%
Target sequence (P30305 whole entry, looked up): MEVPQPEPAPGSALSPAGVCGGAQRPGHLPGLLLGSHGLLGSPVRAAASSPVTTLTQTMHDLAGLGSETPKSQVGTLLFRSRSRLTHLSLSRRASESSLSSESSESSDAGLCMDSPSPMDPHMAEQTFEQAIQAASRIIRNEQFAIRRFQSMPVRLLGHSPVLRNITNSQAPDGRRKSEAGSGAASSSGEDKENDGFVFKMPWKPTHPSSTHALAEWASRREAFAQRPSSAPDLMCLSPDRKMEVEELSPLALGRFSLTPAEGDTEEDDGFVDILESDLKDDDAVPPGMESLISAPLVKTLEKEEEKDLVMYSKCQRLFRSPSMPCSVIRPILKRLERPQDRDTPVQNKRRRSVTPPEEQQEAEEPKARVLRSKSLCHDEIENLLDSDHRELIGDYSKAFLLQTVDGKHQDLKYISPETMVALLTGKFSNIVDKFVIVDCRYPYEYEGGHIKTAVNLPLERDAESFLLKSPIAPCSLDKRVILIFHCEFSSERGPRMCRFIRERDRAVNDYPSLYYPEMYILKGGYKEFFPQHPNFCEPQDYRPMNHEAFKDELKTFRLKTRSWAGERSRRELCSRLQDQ
MMP-13 inhibitor: blocks human MMP13 activity; P45452; MMP-13 fTHP FRET cleavage, Mca fluorescence; inhibition, % at 4 µM; hit rate 0.07% among 65,000; AID 570;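 active means inhibition above the mean of compound-free control plate wells plus 3 SD, cut at about 14% in these data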;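 further: 0% = DMSO wells and 100% = wells with reference MMP-13 inhibitor after basal subtraction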
ROCK2 blocker: inhibitors of human Rho kinase 2. O75116. purified ROCK2, Kinase-Glo ATP depletion luminescence. inhibition, % at 6 µM. hit rate 0.35% among 60,000;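 active means inhibition above the screen-wide mean inhibition plus 3 SD, cut at about 18% in these data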;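 further: plate controls were DMSO wells for no effect and Y-27632 control wells after no-enzyme background subtraction for full effect; many of its hits are not listed in these tables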
Numbers without * were called inactive; x = no result given; [ ] = dose if it differs, or a comment. Only part of the results is shown, so the mix of outcomes need not match the whole.

SMILES	TNAP act mid DEA	JNK3 inh	HEK293 NFkB inh	DUSP1 inh	PKA kinase inh	Jurkat tox 60K	Cdc25B inh	MMP-13 inhibitor	ROCK2 blocker
COC(=O)C(O)(c1ccc(NC(=O)c2ccco2)c(OC)c1)C(F)(F)F (stereo unspecified)	0.9	3	x	-18	6	x	23	-2	6
NC1CCCCC1N=Cc1c(O)n(Cc2ccc(F)cc2)c(=O)[nH]c1=O (stereo unspecified)	0.8	-7	4	32	8	-3	0	1	5
O=c1[nH]c(=O)n(Cc2ccccc2)c(O)c1C=Nc1ccc(CN2CCOCC2)cc1	0.8	-7	18	18	5	1	0	2	3
CN1CC[C@@]23CCCC[C@@H]2[C@@H]1Cc1ccc(O)cc13	0.9	0	x	2	4	x	-20	-9	8
CC1CCCCN1CC(=O)c1ccc2cc[nH]c2c1 (stereo unspecified)	0.9	0	10	14	3	-4	4	-14	8
COC(=O)c1ccc(N2C(=O)CC(N3CCC(n4c(=O)[nH]c5ccccc54)CC3)C2=O)cc1 (stereo unspecified)	1	3	18	12	0	5	-6	0	-11
Cc1nc2ccccc2c(=O)n1-c1cccc(O)c1	0.9	2	10	-11	8	-9	1	-3	6
CCCCN1C(=O)NC(=O)C2(Cc3ccccc3N3CCOCC32)C1=O (stereo unspecified)	0.8	0	21	-19	-5	1	-1	2	-5
CCCC(=O)C1C(=O)NC(=O)NC1=O	0.9	-4	15	-25	-5	-2	1	4	-7
COc1cccc(CNC2CN3CCC2CC3)c1OC (stereo unspecified)	0.8	-4	19	-18	8	-4	1	-5	16
Nc1c(C(=O)NC2CCCC2)c2nc3ccccc3nc2n1CC1CCCO1 (stereo unspecified)	1	1	7	43	-12	4	3	-120[fluorescence artefact?]	0
CC(C)NS(=O)(=O)c1ccc(OCC(=O)N2CCN(Cc3ccccc3)CC2)cc1	x	-2	13	33	1	12	2	0	-2
CCC(=NC1CCN(Cc2ccccc2)CC1)c1c(O)[nH]c(=O)[nH]c1=O	1	0	24	-16	2	0	4	0	3
Cc1nn(-c2ccccc2)c2c1C(c1ccc3c(c1)OCO3)SCC(=O)N2 (stereo unspecified)	1	14	9	4	4	-2	-2	2	-4
O=P1(Nc2ccc(F)cc2)COc2ccccc2OC1	0.9	-4	-3	-10	7	-11	0	1	4
Cc1ccc2nsnc2c1-n1c(C)nc2ccccc2c1=O	0.9	-1	17	-21	11	-9	-1	3	7
C=CCn1c(O)c(C(CC)=Nc2ccccc2NC(C)=O)c(=O)[nH]c1=O	0.9	7	10	-29	-3	-16	8	3	3
O=C(Nc1cccc(OC(=O)N2CCCCC2)c1)N1CCCCC1	0.9	-2	14	-1	15	-2	-11	4	7
CCCNS(=O)(=O)c1ccc(OCC(=O)N2CCN(Cc3ccc4c(c3)OCO4)CC2)cc1	1	7	25	3	11	31*	-5	5	5
COC(=O)C(O)(c1ccc2c(c1)CCCN2)C(F)(F)F (stereo unspecified)	1	-7	10	-2	4	-3	2	-8	-1
Nc1c(C(=O)NCc2ccco2)c2nc3ccccc3nc2n1CCN1CCCCC1	0.9	0	x	23	1	x	4	-170[fluorescence artefact?]	0
CN(C)CP(=O)(Nc1ccccc1)N(C)C (stereo unspecified)	1	0	0	-5	3	-2	-15	-2	-1
COc1cc2[nH]c(=O)n(-c3cccc(Cl)c3)c(=O)c2cc1OC	0.9	-3	x	-34	5	x	10	-40	0
O=C1NC(=O)[C@]2(Cc3ccccc3N3CCN(c4ccccc4)CC32)C(=O)N1Cc1ccccc1 (stereo partly specified)	0.8	1	8	22	5	-5	8	7	3
O=C(O)C1CSC(c2cccnc2)N1 (stereo unspecified)	1	0	10	4	-6	6	3	-2	1
Cn1c(O)c(C=Nc2ccc(Cl)cc2)c(=O)n(C)c1=O	1	-4	18	2	8	-7	-8	5	2
c1ccc2c(CN3CCCCCCC3)c[nH]c2c1	0.8	2	14	1	6	-1	-18	-1	4
Cc1cc(NC(=O)COC(=O)c2c(C)nn(Cc3ccccc3)c2Cl)no1	0.9	0	7	2	10	11	-4	-5	4
Cc1ccc(N2C(=O)CC(=O)NC2=O)cc1	0.9	-3	15	2	5	0	-5	2	3
c1ccc2c(CN3CCN(C4CCCCC4)CC3)c[nH]c2c1	0.9	3	7	-11	3	-6	2	2	10
O=c1[nH]c(=O)n(Cc2ccccc2)c(O)c1C=NCCN1CCNCC1	0.9	0	x	-27	5	x	-5	0	13
CC(Cc1ccccc1)[n+]1cc(/N=C(\N)[O-])on1 (stereo unspecified)	0.9	1	1	-12	-8	-11	-31	1	-2
O=C(O)C(O)(c1ccccc1)C1CCCC1 (stereo unspecified)	1.1	2	3	-2	-3	-6	13	-1	0
CC(=O)N1CC(=O)Nc2ccc(Cl)cc2C1c1ccc(F)cc1 (stereo unspecified)	0.9	-1	5	-2	11	-9	-21	-1	6
COC(=O)C(O)(c1c[nH]c2ccccc12)C(F)(F)F (stereo unspecified)	0.9	0	x	-28	6	x	-26	-4	-5
COc1ccccc1OCCCn1cc(C(=O)c2ccco2)c2ccccc21	0.7	-1	-10	-1	5	-3	-1	0	-1

Compound profiles, from the list above:
Listed for Cc1cc(NC(=O)COC(=O)c2c(C)nn(Cc3ccccc3)c2Cl)no1 : TNAP act mid DEA: 0.9; JNK3 inh: 0; HEK293 NFkB inh: 7; DUSP1 inh: 2; PKA kinase inh: 10; Jurkat tox 60K: 11; Cdc25B inh: -4; MMP-13 inhibitor: -5; ROCK2 blocker: 4
Listed for c1ccc2c(CN3CCCCCCC3)c[nH]c2c1 : TNAP act mid DEA: 0.8; JNK3 inh: 2; HEK293 NFkB inh: 14; DUSP1 inh: 1; PKA kinase inh: 6; Jurkat tox 60K: -1; Cdc25B inh: -18; MMP-13 inhibitor: -1; ROCK2 blocker: 4

(cont.)
SMILES	TNAP act mid DEA	JNK3 inh	HEK293 NFkB inh	DUSP1 inh	PKA kinase inh	Jurkat tox 60K	Cdc25B inh	MMP-13 inhibitor	ROCK2 blocker
Cc1ccc(C)c(CN2CCC(n3nnc4cc(F)ccc43)CC2)c1	0.9	-1	6	-15	-8	-8	-13	2	-4
O=c1c2ccccc2nc(-c2ccccc2)n1-n1cccc1	0.9	3	9	10	8	-8	-1	2	4
Cn1c(=O)cc(SCC(=O)N2CCC3(CC2)OCCO3)c2ccc(Cl)cc21	0.8	-2	20	6	3	-4	2	-5	2
CC(=O)N(C1=NCCCS1)c1ccccc1F	0.9	-7	10	-10	-2	2	-1	0	-2
CC(=O)c1c(O)n(C2CCCCCC2)c(=O)[nH]c1=O	1	-3	-6	-14	3	-7	5	1	2
COCCNC(=O)c1c(NC(=O)c2ccco2)n(Cc2ccccc2)c2nc3ccccc3nc12	0.9	0	-3	13	5	-2	9	-41	2
CCCCn1c(O)c(C(CC)=Nc2ccc(C(=O)O)cc2)c(=O)[nH]c1=O	0.9	0	5	-16	8	-4	-9	-4	6
COCCOC(=O)c1c(C)oc2ccc(OC(=O)N(C)C)cc12	0.9	-3	14	-1	-1	4	3	-14	-6
CC(=O)N1CN2CN(C(C)=O)CC(C(=O)c3ccccc3)(C2)C1	0.9	-6	12	5	-4	2	-7	-2	0
O=C(c1cc2cc3ccc(Cl)cc3nc2o1)N1CCC2(CC1)OCCO2	0.9	-5	14	3	0	-4	13	-5	2
Cc1sc2c(c1C)C(c1cccs1)=NCC(=O)N2CC(=O)NCc1cccs1	0.9	2	9	11	11	-2	-10	6	4
CCn1c(O)c(C=NCCc2c[nH]c3ccccc23)c(=O)[nH]c1=O	0.9	-4	14	9	-3	8	0	0	-4
Cc1ccc2nc(N3CCC(C(=O)N4CCC5(CC4)OCCO5)CC3)sc2c1	0.9	1	4	8	4	12	-19	3	0
CCOC(=O)C1CCCCC12C(C#N)=C(N)Oc1n[nH]c(C)c12 (stereo unspecified)	0.8	-6	1	2	6	-7	-10	-2	4
CC1=[N+]([O-])C2(N)CCc3nonc3C2(O)C1 (stereo unspecified)	1	-7	6	4	6	-5	0	-8	2
CCN(CC)C(=O)c1ccc(NC(=O)Cn2nc(C)c3ccccc3c2=O)cc1	1	x	4	0	-1	x	71*	4	x

In the list so far, 9 contain a carbonyl joined to an NH by a bond outside any ring:
SMILES	TNAP act mid DEA	JNK3 inh	HEK293 NFkB inh	DUSP1 inh	PKA kinase inh	Jurkat tox 60K	Cdc25B inh	MMP-13 inhibitor	ROCK2 blocker
COC(=O)C(O)(c1ccc(NC(=O)c2ccco2)c(OC)c1)C(F)(F)F (stereo unspecified)	0.9	3	x	-18	6	x	23	-2	6
Nc1c(C(=O)NC2CCCC2)c2nc3ccccc3nc2n1CC1CCCO1 (stereo unspecified)	1	1	7	43	-12	4	3	-120[fluorescence artefact?]	0
C=CCn1c(O)c(C(CC)=Nc2ccccc2NC(C)=O)c(=O)[nH]c1=O	0.9	7	10	-29	-3	-16	8	3	3
O=C(Nc1cccc(OC(=O)N2CCCCC2)c1)N1CCCCC1	0.9	-2	14	-1	15	-2	-11	4	7
Nc1c(C(=O)NCc2ccco2)c2nc3ccccc3nc2n1CCN1CCCCC1	0.9	0	x	23	1	x	4	-170[fluorescence artefact?]	0
Cc1cc(NC(=O)COC(=O)c2c(C)nn(Cc3ccccc3)c2Cl)no1	0.9	0	7	2	10	11	-4	-5	4
COCCNC(=O)c1c(NC(=O)c2ccco2)n(Cc2ccccc2)c2nc3ccccc3nc12	0.9	0	-3	13	5	-2	9	-41	2
Cc1sc2c(c1C)C(c1cccs1)=NCC(=O)N2CC(=O)NCc1cccs1	0.9	2	9	11	11	-2	-10	6	4
CCN(CC)C(=O)c1ccc(NC(=O)Cn2nc(C)c3ccccc3c2=O)cc1	1	x	4	0	-1	x	71*	4	x
